Diaphorase act – compounds boosting diaphorase resazurin reduction – biochemical, uHTS, resorufin fluorescence, counter-screen for diaphorase-coupled primary assays, primary screen; AID 1229, 2008; activation factor at 20 µM; 190,000 compounds, 0.005% hits; Diaphorase/resazurin coupled assay, 16 min; active compounds read high; 1 = vehicle wells, 0 = NADH-free wells;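 active = diaphorase activity raised at least twofold by the compound at 20 µM; inactive = activation factor below 2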
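Test system: Clostridium kluyveri diaphorase, purified enzyme; input: enzyme 0.07 U/mL final; buffer or medium: 50 mM HEPES pH 7.4 with 4.542 mM MgCl2, 0.005% Tween 20; also added: 0.114 mM NADH and 0.1 mM resazurin, final amounts; schedule: 16 min enzyme reaction, ambient temperature; technique: fluorescence of resorufin, 544 nm excitation, 590 nm emission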
FLuc stim CS – FLuc activators, initial screening, artefact control for FLuc-dependent activation tests, biochemical, ATPlite luminescence | ATPlite luciferase biochemical, 10 min; 0 = ATP-free wells, 1 = DMSO control | activation factor at 10 µM | 200,000 tested, under 10 active | AID 1027, 2008;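 active = luciferase activation factor, scaled between plate controls, of at least 2 with compound at 10 µM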
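assay system = Luciferase/luciferin detection reagent, cell-free biochemical luciferase assay | also added = ATP substrate | times = 10 min post-reagent at room temperature | measured by = luminescence from luciferase reaction | measure = luciferase activation, seen as luminescence increase over controls | benchmarks = low control with PBS replacing ATP, high control enzyme plus ATP without compound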
TLR4 MyD88 comp – inhibitors of TLR4-MyD88 association in cells, primary screen, cell-based, HeLa CL3-4, BLA complementation, FRET ratio. AID 861, 2007. Toll-like receptor 4 (Homo sapiens) + Myeloid differentiation primary response protein …. HeLa CL3-4 TLR4/MyD88 BLA complementation. inhibition, % at 8.4 µM. 200,000 compounds, 0.18% hits; in the data active = inhibition above about 25%;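 note: 0% = vehicle and 100% = reference inhibitor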
Target sequence (O00206 whole entry, looked up): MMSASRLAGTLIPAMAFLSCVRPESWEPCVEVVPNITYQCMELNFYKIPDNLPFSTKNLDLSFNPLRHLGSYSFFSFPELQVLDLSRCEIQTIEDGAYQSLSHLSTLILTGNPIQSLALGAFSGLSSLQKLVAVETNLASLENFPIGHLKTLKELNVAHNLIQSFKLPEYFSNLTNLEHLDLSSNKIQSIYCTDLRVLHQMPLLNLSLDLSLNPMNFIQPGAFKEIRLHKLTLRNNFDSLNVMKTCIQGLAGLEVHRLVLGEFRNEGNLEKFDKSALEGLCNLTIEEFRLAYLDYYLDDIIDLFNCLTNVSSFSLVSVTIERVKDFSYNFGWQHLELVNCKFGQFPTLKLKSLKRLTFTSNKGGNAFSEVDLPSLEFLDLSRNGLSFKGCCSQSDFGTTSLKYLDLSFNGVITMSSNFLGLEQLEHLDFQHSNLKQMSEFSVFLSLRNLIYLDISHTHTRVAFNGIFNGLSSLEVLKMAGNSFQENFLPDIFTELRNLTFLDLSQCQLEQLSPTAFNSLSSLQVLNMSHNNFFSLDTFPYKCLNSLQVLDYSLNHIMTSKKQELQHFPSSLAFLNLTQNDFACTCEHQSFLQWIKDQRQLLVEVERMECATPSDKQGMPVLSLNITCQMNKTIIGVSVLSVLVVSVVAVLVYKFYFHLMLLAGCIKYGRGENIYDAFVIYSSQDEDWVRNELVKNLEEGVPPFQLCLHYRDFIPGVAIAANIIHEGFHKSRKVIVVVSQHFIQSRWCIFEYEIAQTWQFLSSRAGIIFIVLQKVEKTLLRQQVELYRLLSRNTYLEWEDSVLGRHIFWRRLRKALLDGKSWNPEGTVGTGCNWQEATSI
Target sequence (Q99836 whole entry, looked up): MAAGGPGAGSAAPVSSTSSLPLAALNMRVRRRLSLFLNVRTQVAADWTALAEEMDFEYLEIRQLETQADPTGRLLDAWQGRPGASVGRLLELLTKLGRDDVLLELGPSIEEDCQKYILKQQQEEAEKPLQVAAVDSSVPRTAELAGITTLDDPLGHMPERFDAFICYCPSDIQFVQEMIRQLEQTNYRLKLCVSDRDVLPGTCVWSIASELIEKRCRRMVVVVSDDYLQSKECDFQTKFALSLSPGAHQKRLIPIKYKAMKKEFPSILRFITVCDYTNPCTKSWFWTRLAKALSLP
APP 5'UTR act – activators of APP 5'UTR luciferase reporter, primary screen, SH-SY5Y cells | SH-SY5Y APP 5'UTR luciferase reporter, luminescence; zero percent = DMSO vehicle wells | activation, % at 2 µM | 190,000 compounds, 1% hits;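 active = activation above a set limit, based on mean plus 3 SD of controls, cut at about 140% in these data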; note: values of inactives mirror those of a sister screen read the other way
APP 5UTR inh – inhibitors of APP translation via 5'UTR reporter, primary screen, APP 5'UTR luciferase, SH-SY5Y cells; SH-SY5Y APP 5'UTR-luciferase reporter, luminescence; inhibition, % at 2 µM; 190,000 compounds, 0.82% hits; AID 1285, 2008;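 active = inhibition above a set limit, derived from the sample mean plus 3 SD, cut at about 45% in these data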; note: values of inactives mirror those of a sister screen read the other way
NF-kB expr up – activators of NF-kB expression in neurons, primary screen, cell-based, HTS | human neuronal cells, NF-kB reporter expression; active compounds read high | 190,000 compounds, 1.6% hits | fold change at 12.5 µM; in the data active = fold change above about 3.3
G6PDH counter – L. mesenteroides G6PDH inhibitors, counter-screen for G6PDH-coupled screening assays, biochemical, Leuconostoc mesenteroides enzyme; glucose-6-phosphate dehydrogenase [Leuconostoc mesenteroides]; Purified L. mesenteroides G6PDH, diaphorase/resazurin coupled fluorescence, 45 min; inhibition, % at 5 µM; 200,000 compounds, 0.12% hits; in the data active = inhibition above about 50%
STAT1 activator – STAT1 signaling activators, primary screen, cell-based, HTS, luciferase reporter | NIH 3T3 STAT1-luciferase reporter, IFN-gamma, luminescence; 100% = IFN-gamma alone, no compound | activation (% of control), % at 5.5 µM | 200,000 compounds, 2.6% hits | AID 932, 2007;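 active = activation above the screen-wide mean activation plus 3 SD, cut at about 130% in these data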;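 note: raw ratio to IFN-gamma control signal so 100% means no change and 0% no light; values of inactives mirror those of a sister screen read the other way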
Diaphorase inh – diaphorase inhibitors and chemical oxidizers, primary screen, counter-screen for diaphorase-coupled primary assays, biochemical, uHTS, resorufin fluorescence. AID 1217, 2008. 190,000 compounds, 0.69% hits. inhibition, % at 20 µM. diaphorase resazurin-to-resorufin fluorescence, NADH, 16 min; bacterial (C. kluyveri) enzyme, not human;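 active = primary screen inhibition at 20 µM above a set limit, cut at about 50% in these data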;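 note: plate controls were DMSO with full reaction for no effect and wells lacking NADH for full effect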
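System: Bacterial diaphorase enzyme (C. kluyveri) | Incubation: 16-min room-temperature incubation before reading | Benchmarks: No-NADH positive control and DMSO neutral control | Measured by: Resorufin fluorescence 544/590 nm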
FLuc inhib CS – firefly luciferase enzyme inhibitors, primary screen, artefact control for luciferase-based inhibitor screens, biochemical, luminescence, ATPLite; Luciferin 4-monooxygenase (Photinus pyralis), P08659; inhibition, % at 10 µM; AID 1006, 2008; 10 min; 200,000 compounds, 1.5% hits;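 active = inhibition above about 50% when tested at 10 µM, limit read from the data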
Active calls of the source: *.

CCCCN(CC)CCCNC(=O)Cn1nc(Cc2ccncc2)c2ccccc2c1=O was read as Diaphorase act 1, FLuc stim CS 1.3, TLR4 MyD88 comp -2, APP 5'UTR act 24, APP 5UTR inh 0, NF-kB expr up 0.92, G6PDH counter 7, STAT1 activator 103, Diaphorase inh 2 and FLuc inhib CS -25.
`COC(=O)CCc1nc2cc(Cl)ccc2n(Cc2ccccc2)c1=O` gave Diaphorase act 1, FLuc stim CS 1.1, TLR4 MyD88 comp 3, APP 5'UTR act 5, APP 5UTR inh -5, NF-kB expr up 1, G6PDH counter 4, STAT1 activator 94, Diaphorase inh -1 and FLuc inhib CS -7.
`Cc1cc(C)c2nc(N3CCCC(C(=O)NCCCN4CCOCC4)C3)sc2c1` (centres undefined) gave Diaphorase act 1, FLuc stim CS 1, TLR4 MyD88 comp 2, APP 5'UTR act -2, APP 5UTR inh 2, NF-kB expr up 1, G6PDH counter 4, STAT1 activator 101, Diaphorase inh 0 and FLuc inhib CS 4.
For CCOC(=O)C1(CCOC)CCN(Cc2ccc(C(=O)OC)cc2)CC1 the results were FLuc stim CS 1, TLR4 MyD88 comp 0, APP 5'UTR act 3, APP 5UTR inh -3, NF-kB expr up 1.1, G6PDH counter 9, STAT1 activator 106 and FLuc inhib CS -1.
Screening CCOc1cc(S(=O)(=O)NCC2OCCc3ccccc32)c(OCC)cc1-n1cnnn1 (centres undefined) returned Diaphorase act 0.9, FLuc stim CS 1, TLR4 MyD88 comp -14, APP 5'UTR act 5, APP 5UTR inh -5, NF-kB expr up 1.1, G6PDH counter -5, STAT1 activator 95, Diaphorase inh 12 and FLuc inhib CS -2.
`CC(=O)N(c1ccc2oc(=O)sc2c1)S(=O)(=O)c1cccs1` gave Diaphorase act 0.8, FLuc stim CS 1.1, TLR4 MyD88 comp 6, APP 5'UTR act -6, APP 5UTR inh 6, NF-kB expr up 1.3, G6PDH counter -7, STAT1 activator 100, Diaphorase inh 16 and FLuc inhib CS -12.
Cc1ccc(CSCC(=O)NCc2ccco2)cc1 was read as Diaphorase act 0.8, FLuc stim CS 1, TLR4 MyD88 comp 14, APP 5'UTR act -5, APP 5UTR inh 4, NF-kB expr up 1.2, G6PDH counter 4, STAT1 activator 100, Diaphorase inh 18 and FLuc inhib CS -1.
Screening COc1ccc(CSc2nc(C)cc(C)c2S(C)(=O)=O)cc1 returned Diaphorase act 0.9, FLuc stim CS 1, TLR4 MyD88 comp 3, APP 5'UTR act 6, APP 5UTR inh -6, NF-kB expr up 1.4, G6PDH counter 2, STAT1 activator 95, Diaphorase inh 14 and FLuc inhib CS -2.
Screening O=C(Nc1nc2c(ccc3ccccc32)s1)c1ccco1 returned Diaphorase act 0.8, FLuc stim CS 1, TLR4 MyD88 comp 3, APP 5'UTR act 61, APP 5UTR inh -61, NF-kB expr up 1.6, G6PDH counter 4, STAT1 activator 117, Diaphorase inh 17 and FLuc inhib CS 1.
For O=C(CSc1nnc(-c2ccc(Cl)s2)o1)N1CCCc2ccccc21 the results were Diaphorase act 0.8, FLuc stim CS 1, TLR4 MyD88 comp -17, APP 5'UTR act -1, APP 5UTR inh 1, NF-kB expr up 1.2, G6PDH counter 7, STAT1 activator 100, Diaphorase inh 18 and FLuc inhib CS -3.
`CC1CC2=C(CC1/C=N/NC(N)=S)C(C)(C)CCC2` (centres undefined) gave Diaphorase act 0.8, FLuc stim CS 1, TLR4 MyD88 comp 6, APP 5'UTR act 7, APP 5UTR inh -7, NF-kB expr up 1.9, G6PDH counter -6, STAT1 activator 126, Diaphorase inh 23 and FLuc inhib CS -4.
O=C(c1ccc(Cl)s1)N1CCN(c2ccccc2)CC1 was read as Diaphorase act 1.2, FLuc stim CS 1, TLR4 MyD88 comp -1, APP 5'UTR act 2, APP 5UTR inh -2, NF-kB expr up 1.2, G6PDH counter 6, STAT1 activator 105, Diaphorase inh -16 and FLuc inhib CS -4.
`COc1cc(OC)cc(C(=O)NN2CCCCC2)c1` gave Diaphorase act 0.9, FLuc stim CS 1.1, TLR4 MyD88 comp -5, APP 5'UTR act 9, APP 5UTR inh -9, NF-kB expr up 1.3, G6PDH counter -7, STAT1 activator 102, Diaphorase inh 7 and FLuc inhib CS -6.
For CCOC(=O)C1(Cc2cccc(OC)c2)CCCN(Cc2cnn(C)c2)C1 (centres undefined) the results were Diaphorase act 1.1, FLuc stim CS 1, TLR4 MyD88 comp -3, APP 5'UTR act 13, APP 5UTR inh -13, NF-kB expr up 1, G6PDH counter 9, STAT1 activator 106, Diaphorase inh -6 and FLuc inhib CS -2.
For COc1ccc(NC(=O)c2ccc(-c3ccc([N+](=O)[O-])cc3)o2)cc1 the results were Diaphorase act 0.9, FLuc stim CS 1, TLR4 MyD88 comp -3, APP 5'UTR act 19, APP 5UTR inh -19, NF-kB expr up 1.1, G6PDH counter 4, STAT1 activator 108, Diaphorase inh 12 and FLuc inhib CS 3.
For Cc1ccc(-n2nc3c(c2NC(=O)c2c(-c4ccccc4Cl)noc2C)CSC3)cc1 the results were Diaphorase act 0.8, FLuc stim CS 1, TLR4 MyD88 comp -4, APP 5'UTR act -12, APP 5UTR inh 12, NF-kB expr up 1, G6PDH counter 2, STAT1 activator 92, Diaphorase inh 17 and FLuc inhib CS -2.
For Cc1coc2c(C)c3oc(=O)c4c(c3cc12)CCCC4 the results were Diaphorase act 0.8, FLuc stim CS 1, G6PDH counter 6, Diaphorase inh 16 and FLuc inhib CS -5.
Cc1cc(Cl)ccc1N1C(=O)CC(SCCC(=O)O)C1=O (centres undefined) was read as Diaphorase act 0.9, FLuc stim CS 1, TLR4 MyD88 comp -13, APP 5'UTR act 6, APP 5UTR inh -6, NF-kB expr up 1.3, G6PDH counter 2, STAT1 activator 103, Diaphorase inh 10 and FLuc inhib CS -4.
For CCOC(=O)c1cnc(SC)nc1N1CCCC1 the results were Diaphorase act 1, FLuc stim CS 1, TLR4 MyD88 comp -1, APP 5'UTR act 2, APP 5UTR inh -2, NF-kB expr up 1.1, G6PDH counter 11, STAT1 activator 98, Diaphorase inh -4 and FLuc inhib CS -4.
CC(C)Oc1ccc(C2CC(=O)NC3=C2C(=O)CCC3)cc1 (centres undefined) was read as Diaphorase act 1, FLuc stim CS 1, TLR4 MyD88 comp -9, APP 5'UTR act 6, APP 5UTR inh -6, NF-kB expr up 1.1, G6PDH counter 2, STAT1 activator 105, Diaphorase inh 5 and FLuc inhib CS -2.

Ordered by SMILES length (ascending): some entries from above
`COC(=O)CCc1nc2cc(Cl)ccc2n(Cc2ccccc2)c1=O` gave Diaphorase act 1, FLuc stim CS 1.1, TLR4 MyD88 comp 3, APP 5'UTR act 5, APP 5UTR inh -5, NF-kB expr up 1, G6PDH counter 4, STAT1 activator 94, Diaphorase inh -1 and FLuc inhib CS -7.
`Cc1cc(C)c2nc(N3CCCC(C(=O)NCCCN4CCOCC4)C3)sc2c1` (centres undefined) gave Diaphorase act 1, FLuc stim CS 1, TLR4 MyD88 comp 2, APP 5'UTR act -2, APP 5UTR inh 2, NF-kB expr up 1, G6PDH counter 4, STAT1 activator 101, Diaphorase inh 0 and FLuc inhib CS 4.
Screening CCOc1cc(S(=O)(=O)NCC2OCCc3ccccc32)c(OCC)cc1-n1cnnn1 (centres undefined) returned Diaphorase act 0.9, FLuc stim CS 1, TLR4 MyD88 comp -14, APP 5'UTR act 5, APP 5UTR inh -5, NF-kB expr up 1.1, G6PDH counter -5, STAT1 activator 95, Diaphorase inh 12 and FLuc inhib CS -2.
For Cc1ccc(-n2nc3c(c2NC(=O)c2c(-c4ccccc4Cl)noc2C)CSC3)cc1 the results were Diaphorase act 0.8, FLuc stim CS 1, TLR4 MyD88 comp -4, APP 5'UTR act -12, APP 5UTR inh 12, NF-kB expr up 1, G6PDH counter 2, STAT1 activator 92, Diaphorase inh 17 and FLuc inhib CS -2.

Additional records
Screening Cc1ccc(O)c(C(=O)c2cnc3c(c2)CN(CCC(C)C)C(=O)N3)c1 returned Diaphorase act 1, FLuc stim CS 1.1, TLR4 MyD88 comp -2, APP 5'UTR act 1, APP 5UTR inh -1, NF-kB expr up 1.1, G6PDH counter 10, STAT1 activator 100, Diaphorase inh 4 and FLuc inhib CS -7.
CC(C)(CO)NS(=O)(=O)c1ccc2c(c1)oc(=O)c1cc(S(=O)(=O)NC(C)(C)CO)ccc12 was read as Diaphorase act 0.9, FLuc stim CS 1, TLR4 MyD88 comp 1, APP 5'UTR act -12, APP 5UTR inh 12, NF-kB expr up 1.1, G6PDH counter 2, STAT1 activator 106, Diaphorase inh 9 and FLuc inhib CS -3.
For COc1ccccc1/C=C1\SC(=S)N(CCC(=O)NCCCN2CCOCC2)C1=O the results were Diaphorase act 0.7, FLuc stim CS 1, TLR4 MyD88 comp -3, APP 5'UTR act 9, APP 5UTR inh -9, NF-kB expr up 1.7, G6PDH counter 14, STAT1 activator 90, Diaphorase inh 34 and FLuc inhib CS -5.
`COc1ccccc1/C=C/C(=O)OCC(=O)Nc1c(F)cccc1F` gave Diaphorase act 0.9, FLuc stim CS 0.4, TLR4 MyD88 comp 4, APP 5'UTR act 1, APP 5UTR inh -1, NF-kB expr up 1.1, G6PDH counter -1, STAT1 activator 97, Diaphorase inh 10 and FLuc inhib CS 64*.
CCNC(=O)CON=C1c2ccccc2-c2ccccc21 was read as Diaphorase act 0.8, FLuc stim CS 1, TLR4 MyD88 comp -4, APP 5'UTR act -7, APP 5UTR inh 7, NF-kB expr up 1.1, G6PDH counter 2, STAT1 activator 102, Diaphorase inh 16 and FLuc inhib CS 1.
Screening Cc1cc(NC(=O)CSc2ncnc3c2cnn3-c2cccc(Cl)c2)no1 returned Diaphorase act 1.1, FLuc stim CS 1.1, TLR4 MyD88 comp 8, APP 5'UTR act 5, APP 5UTR inh -5, NF-kB expr up 0.98, G6PDH counter -4, STAT1 activator 108, Diaphorase inh -9 and FLuc inhib CS -6.
COC(=O)C1=C(C)N(Cc2ccc(C)cc2)C(=O)C1 was read as Diaphorase act 0.9, FLuc stim CS 1.1, TLR4 MyD88 comp -3, APP 5'UTR act -3, APP 5UTR inh 3, NF-kB expr up 1.6, G6PDH counter 5, STAT1 activator 92, Diaphorase inh 12 and FLuc inhib CS -7.

Bioassay records: PubChem, several laboratories
